IL1B secr inh – qHTS for Inhibitors of Inflammasome Signaling: IL-1-beta AlphaLISA Primary Screen; THP-1 LPS/ATP IL-1B secretion, AlphaLISA, 16 h; stronger effect = lower value; activity change, % at 57.5 µM; 360,000 tested, 4.7% active; in the data active = activity change below about -50%; inconclusive = mostly about -30% to -49%; also: % is scaled to controls: 0 for no effect and ±100 for the full control effect
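Secreted IL-1B measured by AlphaLISA bead assay after 16 h compound exposure of THP-1 cells; compounds (final up to 57.5 uM) added 1 h before LPS (250 ng/mL) and ATP (1.25 mM) stimulation; lower signal means less secretion.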
Nrf2 inh – Nrf2 qHTS screen for inhibitors | A549 ARE-Fluc reporter, luciferase luminescence, 18-24 h | Potency, µM (series often up to 46 µM), for inactives: at the top dose activity change, negative = inhibition, actives largely listed as inhibitors | 360,000 tested, 2.1% active | AID 504444, 2011; also: potency is read from the fitted curve at half-maximal effect; % is scaled to controls: 0 for no effect and ±100 for the full control effect; nearly all actives have a fitted effect of over 60% in size
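A549 ARE_Fluc cells, 5000/well, 5% FBS OPTI-MEM; compounds in dose-response, 18-24 h at 37 °C/5% CO2; CellTiter-Fluor viability read (Ex 405/Em 525), then BugLite luciferase luminescence = Nrf2 activity.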
A549 viability – Nrf2 qHTS screen for inhibitors: counterscreen for cytotoxicity; A549 ARE-Fluc cells, CellTiter-Fluor viability, 18-24 h; Potency, µM (series often up to 46 µM), without a hit: at the highest dose activity change, negative = cytotoxicity, hits mostly inhibitors; 390,000 tested, 0.16% active; also: potency is read from the fitted curve at half-maximal effect; % is scaled to controls: 0 for no effect and ±100 for the full control effect
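A549 ARE-Fluc cells in 5% FBS OPTI-MEM, 5000 cells/well, rested 2 h then exposed to compounds in concentration-response for 18-24 h at 37 °C. Viability by CellTiter-Fluor fluorescence (Ex 405/Em 525) after 30 min; luciferase luminescence (BugLite, 15 min, RT) read afterwards.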
MCF10A rerep – A quantitative high throughput screen for small molecules that induce DNA re-replication in MCF 10a normal breast cells; MCF 10A DNA re-replication, Hoechst nuclear intensity, 48 h; Potency, µM (doses to about 46.1 µM), for inactives: top-dose activity, positive = re-replication, usual class: activators; 350,000 tested, 2.9% active; AID 624296, 2012; also: potency is read from the fitted curve at half-maximal effect; % of control where 0% means no effect; nearly all actives have a fitted effect of over 50% in size
ATXN2 expr inh – Primary qHTS for Inhibitors of ATXN expression | HEK-293 ATXN2-luciferase reporter, luminescence, 24 h | Potency, µM (series often up to 57 µM), for the others: top-dose activity change, negative = inhibition, most hits filed as inhibitors | 360,000 tested, 0.72% active | AID 1745845, 2022; also: potency is read from the fitted curve at half-maximal effect; % is scaled to controls: 0 for no effect and ±100 for the full control effect; nearly all actives have a fitted effect of over 55% in size
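qHTS (up to 57 uM final) was run with 24 h compound exposure of reporter cells at 37 °C. Each well was multiplexed: SteadyGlo luminescence measured ATXN2-luciferase expression after a fluorogenic Gly-Phe-AFC viability readout (25 uM final).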
Nrf2 activator – qHTS of Nrf2 Activators | 410,000 tested, 0.31% active | AREc32 ARE-luciferase reporter (MCF7-derived line), luminescence, 24 h | Potency, µM (top dose mostly 46.1 µM), without a hit: top-dose activation, hits mostly activators | AID 624171, 2012; also: potency is read from the fitted curve at half-maximal effect; % of control where 0% means no effect; nearly all actives have a fitted effect of over 65% in size
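Luciferase luminescence (Steady-Glo, 30 min at room temperature) served as the read-out of ARE activation in AREc32 cells treated with compounds for 24 hr at 37 deg C.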
TGFb inhibitor – qHTS for Inhibitors of TGF-b | HepG2 CAGA-GFP TGF-b/SMAD3 reporter, GFP fluorescence, 18 h; TGF-beta stimulated, 500 pg/mL final | Potency, µM (series often up to 46.1 µM), without a hit: at the highest dose activity, negative = inhibition, actives largely listed as inhibitors | 410,000 tested, 1.2% active | AID 588855, 2011; also: potency is read from the fitted curve at half-maximal effect; % is scaled to controls: 0 for no effect and ±100 for the full control effect; nearly all actives have a fitted effect of over 65% in size
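Inhibition of TGF-beta-driven CAGA-GFP reporter expression in HEPG2 cells is measured by cellular GFP fluorescence after 18 h stimulation with 500 pg/mL recombinant TGF-beta in 1% FBS medium at 37 degrees C.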
HepG2 tox – qHTS for Inhibitors of TGF-b: Cytotox Counterscreen. HepG2 CAGA-GFP viability, ATP luminescence, 18 h. Potency, µM (series often up to 46.1 µM), for inactives: at the highest dose activity change, negative = cytotoxicity, hits mostly cytotoxic. 410,000 tested, 0.76% active. AID 588856, 2011; also: potency is read from the fitted curve at half-maximal effect; some results filed as inactive show a strong effect at the top dose
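CellTiter-Glo luminescence gave cytotoxicity after 18 hours at 37 degrees C. The cells were HepG2 CAGA-GFP in 1% FBS DMEM, stimulated with 500 pg/mL TGF-beta after compound addition. %Activity was normalised to no-cell wells (complete cell-killing) and DMSO (no toxicity), and curves were fitted and classified.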
ATXN viability – Viability Counterscreen for Primary qHTS for Inhibitors of ATXN expression | 400,000 tested, 0.49% active | S2 cells (HEK-293 line with an ATXN2-luciferase reporter) viability, CellTiter-Fluor protease fluorescence, 24 h | Potency, µM (series often up to 56.7 µM), most hits filed as cytotoxic; also: potency is read from the fitted curve at half-maximal effect; nearly all actives have a fitted effect of over 40% in size
The depositor's hits bear a star; i = inactive; ? = inconclusive; · = no result given; & = joins results of further samples; [ ] = remark or other dose. Unless noted, calls follow the shape of the dose curve; as a rule, active = well fitted curve in the direction sought with a large enough effect; inconclusive = small, poorly fitted or top-dose-only effect, or another doubt; inactive = no such curve, though single readings can be large; an effect the other way counts as inactive or inconclusive.

SMILES	IL1B secr inh	Nrf2 inh	A549 viability	MCF10A rerep	ATXN2 expr inh	Nrf2 activator	TGFb inhibitor	HepG2 tox	ATXN viability
O=C(NC(=S)N1CCCCC1c1cccnc1)c1ccc(Br)cc1 (stereo unspecified)	-7	?	6%	7%	·	-0.1%	-10%	-21%	i
CCSc1nnc(NC(=O)c2cc(OC)c(OC)c(OC)c2)s1	0	2%	-3%	19%	·	0.5%	-6%	-5%	i
Nc1nc(NCc2ccc(Cl)cc2)c2[nH]cnc2n1	·	5%	14%	·	·	·	6%	2%	·
O=C(CSc1ncn[nH]1)Nc1ccc2c(c1)OCCO2	-2	?	-1%	3%	·	0.5%	0%	-1%	·
O=C(Cn1c(-c2cncs2)nc2ccccc21)NCc1ccccc1	-5	0%	-5%	1%	-1%	-0.2%	3%	4%	i
CC(C)=CCN1CCN(Cc2ccc(N3CCNC3=O)cc2)CC1CCO (stereo unspecified)	17	5%	-9%	-2%	·	0.4%	-1%	-7%	i
O=C(Nc1ncc2c(n1)CC(c1ccco1)CC2=O)c1ccc(Cl)cc1 (stereo unspecified)	26	4%	2%	2%	0%	?	-25%	-21%	i
Cc1cc(=O)n(CC(=O)NC(C)c2ccccc2)c2c1c(C)nn2C (stereo unspecified)	·	-9%	2%	·	-10%	-0.3%	?	-24%	i
O=C(CNC(=O)c1cccs1)NCC(=O)OCC(=O)c1ccccc1	9	-6%	-11%	-1%	2%	-0.7%	-4%	16%	i
CCc1nnc(NC(=O)c2ccc(-c3ccccc3Cl)o2)s1	-6	23%	?	-1%	·	0.1%	5%	8%	·
CC(C)NC(=O)Nc1ccc2c(c1)C(=O)N([C@H](C)CO)C[C@H](C)[C@@H](CN(C)C(=O)Nc1ccc3c(c1)OCO3)O2	-12	-1%	2%	?	5%	-0.2%	-1%	-12%	i
CCOC(=O)N1CCN(S(=O)(=O)c2cc(Cl)ccc2Cl)CC1	8	·	2%	2%	2%	-0.3%	9%	12%	i
CCn1c(SCC(=O)Nc2sc(C)c(C)c2C#N)nnc1C1CC1	0	-7%	0%	-1%	0%	2.5%	16%	-1%	i
COc1ccc(CNS(=O)(=O)c2ccc(-c3cc(C)no3)cc2)cc1	14	-25%	12%	4%	-21%	-0.9%	-16%	-23%	i
O=C(c1ccco1)N1CCCSC1=Nc1ccccc1	-7	?	0%	1%	-10%	-0.8%	3%	-46%	i
COc1ccc(Br)cc1/C=N/Nc1ccc(S(=O)(=O)Nc2ccccc2C(=O)O)cc1[N+](=O)[O-]	0	-5%	-11%	?	-21%	3.5%	-7%	2%	i
COc1cccc(NC(=O)Nc2cc(C)ccc2OC)c1	-7	?	-3%	-5%	-1%	3.2%	6%	-13%	i
O=C(CCn1c(=O)c2cccn2c2cccnc21)NCCCN1CCN(c2ccc(F)cc2)CC1	-25	·	·	·	·	0.2%	?	-35%	?
O=C(Cn1ncc2c([nH]c3ccccc32)c1=O)N1CCN(c2ccccc2F)CC1	-7	0%	0%	-3%	6%	-0.1%	6%	-7%	i
Cn1c(-c2ccc3ccccc3n2)nc2cnccc21	0	?	12%	4%	40%[activator]	?	?	3%	i
CC(C)Sc1ncc(Cl)c(C(=O)Nc2ccc(S(=O)(=O)N3CCCCC3C)cc2)n1 (stereo unspecified)	·	-8%	1%	·	-4%	-0.3%	-10%	-5%	i
CC(=O)NC(C)c1cc(Cl)c2ccccc2c1O (stereo unspecified)	·	-2%	5%	16%	-6%	9.5%	?	-1%	i
Cn1cc(Cl)c(C(=O)OCC(=O)c2ccccc2)n1	-8	1%	-2%	-7%	-2%	0.1%	6%	-3%	i
O=C(CNCc1cccnc1)Nc1cc(C(F)(F)F)ccc1N1CCOCC1	27	5%	3%	-2%	·	0.2%	-9%	-26%	i
Cc1ccc2cccc(NS(=O)(=O)c3ccccc3)c2n1	37	?	-14%	3.3µM*	-17%	?	?	-5%	·
Cc1ccc(Cn2c(C)c(CNCCCc3ccccc3)c(C(=O)O)c2C)cc1	·	8%	-5%	·	-7%	3.8%	21%	-17%	i
Cc1ccc(S(=O)(=O)N2CCC(=O)N([C@H](CO)Cc3ccccc3)CC2)cc1	18	·	·	·	14%	-1.4%	·	·	i
CCOC(=O)C1CCN(Cc2cnc(NC(=O)OC)s2)CC1	18	4%	-3%	-3%	·	-0.9%	27%	-5%	·
Fc1ccc(-c2cc(C(F)(F)F)nc(NCc3ccccc3)n2)cc1	·	8%[9.27 µM]	?	·	5%	-0.4%	-10%	-10%	i
COc1cccc(NC(=O)c2ccc(NC(=O)C3CC(=O)OC34CCCCC4)cc2)c1 (stereo unspecified)	0	?	5%	-1%	0%	-0.6%	2%	-1%	i
O=C(NC1CCCC1)C1CCCN(S(=O)(=O)c2cnc[nH]2)C1 (stereo unspecified)	-1	2%	-6%	1%	2%	-0.7%	0%	5%	i
Cc1ccc(NC(=O)CCSc2nnc(C)o2)cc1	-4	3%	1%	10%	-3%	-0.5%	19%	-12%	i
CSc1ncccc1C(=O)OCC(=O)c1ccc[nH]1	-13	-1%	3%	21%	·	0.9%	3%	-11%	i
CCc1ccc(C(=O)NNC(=O)CCC2CCCCC2)cc1	0	13%	0%	-6%	3%	-0.7%	-2%	-1%	i
COc1ccc(CNC(=O)Nc2cccc3ccccc23)cc1	6	-10%	3%	4%	7%	0.4%	20%	-5%	i
COc1ccc(-c2nn(-c3ccccc3)cc2/C=C/C(=O)N(C)CC(=O)Nc2cccc(F)c2)cc1OC	?	?	-10%	12%	-23%	-0.1%	?	-15%	i
COc1ccc(NC(=O)CN2CCN(CC(=O)Nc3ccccc3OC)CC2)c(OC)c1	18	-16%	-1%	5%	-4%	0.1%	9%	0%	i
O=C(Cc1noc2ccccc12)Nc1ccc2ccccc2c1	-12	23%	-3%	-185%[0.0737 µM]	41%[activator]	3.4%	?	-24%	i
COc1cc(SC)ccc1C(=O)OCC(=O)NC1CCCC1	11	?	3%	3%	28%	2.3%	2%	-11%	i
CN(C)CC(O)CN1C(=O)N(CN2C(=O)N(CC(O)CN(C)C)C(=O)C2(C)C)C(C)(C)C1=O (stereo unspecified)	16	1%	-9%	2%	-6%	0.1%	-3%	-4%	i
COC(=O)c1c(-c2cccnc2)csc1NC(=O)c1cc(C)on1	-7	?	0%	?	89%[activator]	3.8%	38%	-6%	i
Cc1cc(NC(=O)CSc2ccc(-c3nc4cc(C)c(C)cc4[nH]3)cn2)no1	95	·	19%	0.18µM*	-20%	-0.4%	3%	-18%	?
CCc1ccccc1NC(=O)C1CC(c2ccc(OC)cc2)=NO1 (stereo unspecified)	6	-9%	10%	-1%	-8%	0.0%	0%	-2%	i
CCOc1ccc(CN(C)CC(=O)Nc2ccc([N+](=O)[O-])cc2Cl)cc1	0	-13%	17%	8%	-20%	0.2%	-2%	-11%	i
CCc1nnc(NC(=O)CN2CCN(C(=O)c3ccccc3)CC2)s1	0	-14%	-1%	1%	·	0.1%	3%	-1%	i

Reformatted: entries from further up
SMILES | IL1B secr inh | Nrf2 inh | A549 viability | MCF10A rerep | ATXN2 expr inh | Nrf2 activator | TGFb inhibitor | HepG2 tox | ATXN viability
Cc1ccc(NC(=O)CCSc2nnc(C)o2)cc1 | -4 | 3% | 1% | 10% | -3% | -0.5% | 19% | -12% | i
CSc1ncccc1C(=O)OCC(=O)c1ccc[nH]1 | -13 | -1% | 3% | 21% | · | 0.9% | 3% | -11% | i
CCc1ccc(C(=O)NNC(=O)CCC2CCCCC2)cc1 | 0 | 13% | 0% | -6% | 3% | -0.7% | -2% | -1% | i
COc1ccc(CNC(=O)Nc2cccc3ccccc23)cc1 | 6 | -10% | 3% | 4% | 7% | 0.4% | 20% | -5% | i

Further results follow.
SMILES	IL1B secr inh	Nrf2 inh	A549 viability	MCF10A rerep	ATXN2 expr inh	Nrf2 activator	TGFb inhibitor	HepG2 tox	ATXN viability
CCC(C(=O)Nc1cc(C(=O)Nc2cc(C)ccn2)ccc1Cl)c1ccccc1 (stereo unspecified)	-18	-11%	-10%	-4%	16%	0.8%	4%	-32%	i
CCOC(=O)c1oc2ccc(S(=O)(=O)n3nc(-c4ccc(Br)cc4)cc3N)cc2c1C	·	10%	-3%	·	·	0.1%	-1%	-26%	·
CCN(Cc1ccccc1)S(=O)(=O)CCNC(=O)c1ccccc1	-10	0%	3%	-5%	17%	0.7%	-7%	7%	i
COc1ccc(NS(=O)(=O)c2cc(C(=O)N3CCN(C(C)=O)CC3)ccc2Cl)cc1	-9	-15%	-10%	4%	7%	2.0%	-1%	12%	i
CC1(C)CC(=O)C(C=Nc2ccc(NC3=C(C#N)C(=O)CC(C)(C)C3)cc2)=C(O)C1	-2	1%	4%	6%	-3%	0.2%	-11%	0%	i
COc1ccc(-c2nc(NC(=O)c3ccccc3)sc2-c2ccc([N+](=O)[O-])cc2)cc1	3	-4%	-8%	13µM*	-8%	0.7%	-2%	-5%	i
[O-]/C(=C(\C(=S)Nc1ccc(Cl)cc1)[n+]1ccccc1)c1ccc(OC(F)F)cc1	0	-7%	-1%	?	-29%	3.0%	?	-6%	?
CCC/C=C1/CCCOC(C(=O)NCc2cc(C)n(C)n2)(C(F)(F)F)C1 (stereo unspecified)	12	-12%&13%	-2%&-4%	2%	-2%	-1.1%	-1%&-21%	-8%&-7%	i
CCc1c(C)[nH]c(C(=O)OCc2ccccc2)c1C	0	?	14%	?	36%	2.4%	-8%	-33%	i
O=C(O)c1cccc(S(=O)(=O)N2CCN(C(c3ccccc3)c3ccccc3)CC2)c1	-9	-8%	3%	-16%	5%	-0.3%	-1%	-2%	i

Compounds were not picked by outcome; 8.8% or so of the library scored in one or more.
